Source: PubChem
MLL CXXC-DNA inh: qHTS Fluorescence Polarization Assay for Inhibitors of MLL CXXC domain - DNA interaction. Histone-lysine N-methyltransferase 2A (Homo sapiens), Q03164. MLL-CXXC / FITC-HOXA9 DNA fluorescence polarization. Potency, µM (top dose mostly 115 µM), for inactives: at the top dose activity change, negative = inhibition, actives largely listed as inhibitors. 290,000 compounds, 0.037% hits; active = well fitted inhibition curve with a large enough effect in the polarisation, with a control signal flat, not every such curve was filed as active; inconclusive = small, poorly fitted or top-dose-only effect, or effect the other way, or a change in a side signal; inactive = no such curve, though single readings can be large or run the other way; the % refers to the polarisation; note: potency is the fitted concentration of half-maximal effect
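Steps: dispense CXXC domain solution (7 uM) → pin compounds or unlabeled HOX-A9 DNA control → 5 min ambient → add FLSN-HOX-A9 solution (50 nM) → spin → 30 min ambient → fluorescence polarization. Tris pH 7.5/NaCl/DTT/BSA buffer.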
GALK inhibitor: qHTS Assay for Inhibitors of Human Galactokinase (GALK) | P51570 | Potency, µM (series often up to 57.5 µM), inactives show top-dose activity change, negative = inhibition, most hits filed as inhibitors | Purified GALK, Kinase-Glo residual ATP luminescence | 270,000 compounds, 0.007% hits; note: potency is the fitted concentration of half-maximal effect; % is set by controls: 0 for no effect and ±100 for the full control effect
Target sequence (P51570 whole entry, looked up): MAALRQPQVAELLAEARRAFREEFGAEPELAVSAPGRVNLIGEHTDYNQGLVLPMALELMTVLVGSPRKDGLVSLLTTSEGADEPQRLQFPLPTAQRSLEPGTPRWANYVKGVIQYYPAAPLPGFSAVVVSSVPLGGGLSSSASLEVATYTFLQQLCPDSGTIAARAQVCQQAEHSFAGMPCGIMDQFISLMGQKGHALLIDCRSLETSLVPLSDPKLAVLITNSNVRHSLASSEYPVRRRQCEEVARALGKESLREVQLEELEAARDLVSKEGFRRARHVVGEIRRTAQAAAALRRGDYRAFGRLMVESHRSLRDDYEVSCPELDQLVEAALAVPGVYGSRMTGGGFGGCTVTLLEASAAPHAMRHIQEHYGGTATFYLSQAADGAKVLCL
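Kinase-Glo Plus luminescence measured ATP left after a 1 h room-temperature reaction. The reaction used 5 nM GALK, 100 uM galactose and 35 uM ATP at pH 8.0 (20 mM HEPES, 5 mM MgCl2, 60 mM NaCl, 1 mM DTT, 0.01% BSA).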
FBPA coupling cs: qHTS Assay for Inhibitors of Fructose-1,6-bisphosphate Aldolase from Giardia Lamblia: Coupling assay counterscreen; coupling enzyme system counterscreen, AmpLite Red fluorescence; activity change, negative = inhibition, % at 58.2 µM, hits read low; 290,000 compounds, 0.67% hits; AID 2472, 2010; in the data active = activity change below about -30%; note: % is set by controls: 0 for no effect and ±100 for the full control effect
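Counterscreen of the coupled detection system alone, without aldolase: glyceraldehyde-3-phosphate coupling enzymes plus AmpLite Red readout. Compounds at 57.5 uM final, 10 min RT preincubation, 20 min RT reaction, fluorescence 525/598 nm.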
KCNH2 3.1 block: qHTS for Inhibitors of KCHN2 3.1: Mutant qHTS. activity change, % (tested at about 1.8 µM). U2OS KCNH2 3.1, thallium flux FluxOr; stronger effect = lower value. 340,000 compounds, 0.95% hits. AID 720553, 2013. Potassium voltage-gated channel subfamily H member 2, brain isoform KCNH2 3.1 (human);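 active = maximum activity change below -70%; inconclusive = maximum activity change from -70% to -50%; inactive = maximum activity change above -50%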;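 note: thallium influx rate constant from kinetic fluorescence after stimulation buffer; % is set by controls: 0 for no effect and ±100 for the full control effect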
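Measured as rate of thallium-driven FluxOr signal in transduced U2OS cells carrying the 3.1 channel, read kinetically for 2 min upon stimulation; values are rate constants scaled to DMSO control wells.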
B2AR arrestin: qHTS assay of beta-arrestin-biased ligands of beta2-adrenergic receptor. 330,000 compounds, 0.02% hits. beta-arrestin recruitment to beta2AR, cell-based reporter. AID 492947, 2010. Potency, µM (doses to about 46.1 µM), without a hit: at the highest dose activation, actives largely listed as activators. Beta-2 adrenergic receptor (Homo sapiens), P07550;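 note: potency is the fitted concentration of half-maximal effect; 0% = DMSO controls and full agonism = EC100 isoproterenol or metaproterenol; nearly all actives have a fitted effect of over 65% in size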
KCNH2 WT inh: qHTS for Inhibitors of KCHN2 3.1: Wildtype qHTS | U2OS, BacMam KCNH2, thallium flux FluxOr; stronger effect = lower value | activity change, % at 1.84 µM | 340,000 compounds, 0.37% hits;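 active = maximum activity change below -70%; inconclusive = maximum activity change between -70% and -50%; inactive = maximum activity change above -50%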; note: % is set by controls: 0 for no effect and ±100 for the full control effect
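U2OS cells transduced with wild-type KCNH2 virus are loaded with FluxOr dye for 45 min, and thallium flux is measured in kinetic reads before and after stimulation buffer. Rate constants are normalized to DMSO controls.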
Giardia killer: Small Molecules that selectively kill Giardia lamblia: qHTS; activity change, % at 7.66 µM, hits read low; 340,000 compounds, 0.15% hits; Giardia lamblia trophozoite viability; AID 540267, 2011; in the data active = activity change below about -80%; inconclusive = between about -30% and that limit;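 note: parasites exposed to compound for two days anaerobically before the ATP read; % is set by controls: 0 for no effect and ±100 for the full control effect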
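Luminescence from cellular ATP indicates surviving trophozoites (100 cells/well) following 48 hrs anaerobic compound treatment at 37 deg C; signal develops 15-30 min at room temperature.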
Menin MLL FP TR: qHTS Assay for Inhibitors Targeting the Menin-MLL Interaction in MLL Related Leukemias: Competition With Texas Red Labeled MLL-derived Mutant Peptide; 270,000 compounds, 0.23% hits; Menin + Texas Red MLL mutant peptide, fluorescence polarization; O00255; Potency, µM (titrated, usually from 61.6 µM), for the others: at the highest dose FP activity change, negative = inhibition, usual class: inhibitors; active = well fitted inhibition curve with a large enough effect in the polarisation, with a control signal flat, not every such curve was filed as active; inconclusive = small, poorly fitted or top-dose-only effect, or effect the other way, or a change in a side signal; inactive = no such curve, though single readings can be large or run the other way; the % refers to the polarisation; note: potency is the fitted concentration of half-maximal effect; % of control where 0% means no effect; many of its hits are not listed in these tables
Target sequence (O00255 whole entry, looked up): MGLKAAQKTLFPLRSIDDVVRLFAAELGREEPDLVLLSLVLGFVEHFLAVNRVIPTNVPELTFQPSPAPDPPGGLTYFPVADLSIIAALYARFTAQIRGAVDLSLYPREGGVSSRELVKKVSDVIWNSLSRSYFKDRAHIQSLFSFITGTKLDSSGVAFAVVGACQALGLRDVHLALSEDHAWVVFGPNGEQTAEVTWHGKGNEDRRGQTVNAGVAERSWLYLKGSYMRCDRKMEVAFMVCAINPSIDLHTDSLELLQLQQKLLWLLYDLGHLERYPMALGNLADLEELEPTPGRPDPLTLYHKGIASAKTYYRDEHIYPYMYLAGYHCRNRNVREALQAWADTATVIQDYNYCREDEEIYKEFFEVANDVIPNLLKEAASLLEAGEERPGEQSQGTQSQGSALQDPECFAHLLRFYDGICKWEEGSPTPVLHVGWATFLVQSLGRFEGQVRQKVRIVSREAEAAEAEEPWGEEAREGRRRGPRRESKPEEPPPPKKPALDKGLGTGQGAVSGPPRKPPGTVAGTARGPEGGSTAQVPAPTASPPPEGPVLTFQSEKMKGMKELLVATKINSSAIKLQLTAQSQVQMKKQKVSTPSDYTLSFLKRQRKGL
TRPV1 ag: HTS Assay for Compounds that Act as Agonists of the Vanilloid Receptor 1; TRPV1-expressing cells, Fluo-8 calcium influx, agonist mode; activation, % at 8.33 µM; 320,000 compounds, 0.19% hits; in the data active = activation above about 80%; inconclusive = between about 30% and that limit; note: 0% is about no effect
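TRPV1-expressing cells were cultured overnight at 35.5C and loaded with Fluo-8 calcium dye for 40 to 90 min at room temperature. After a 10 s baseline, compound was added and calcium influx was read kinetically for 3 min (ex 480/em 520 nm).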
USP2a inh: qHTS Assay for Inhibitors of Ubiquitin-specific Protease USP2a Using CHOP2 as the Reporter; 330,000 compounds, 0.01% hits; USP2 core, Ub-CHOP2 coupled fluorogenic reporter, 485/531; Ubiquitin carboxyl-terminal hydrolase 2 (Homo sapiens), O75604; Potency, µM (top dose mostly 38.3 µM), inactives show at the highest dose activity change, negative = inhibition, most hits filed as inhibitors;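 note: potency is the fitted concentration of half-maximal effect; plate controls were DMSO wells for no effect and full inhibition by NEM control for full effect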
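Deubiquitinase activity read as fluorescence (485/531 nm) after Ub-CHOP2 cleavage activates the enterokinase reporter on its substrate; USP2 core 10nM, Ub-CHOP2 and substrate 25nM each, 30min compound preincubation then 60min RT; data normalized to NEM, curves fitted.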
PKM2 act: qHTS Assay for Activators of Human Muscle isoform 2 Pyruvate Kinase; Pyruvate kinase PKM (Homo sapiens), P14618; purified PKM2, Kinase-Glo ATP luminescence, activation; response scale: 0% is enzyme alone, no compound; Potency, µM (top dose mostly 57.5 µM), inactives show top-dose activation, most hits filed as activators; 260,000 compounds, 0.34% hits; note: potency is the fitted concentration of half-maximal effect; % is set by controls: 0 for no effect and ±100 for the full control effect; nearly all actives have a fitted effect of over 55% in size
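Purified hPK-M2 (>95%) run at intermediate activity with 0.1 mM ADP and 0.5 mM PEP in 50 mM imidazole pH 7.2, KCl, MgCl2; 1 h room temperature. ATP formed read by Kinase-Glo luminescence; normalized to uninhibited and no-enzyme controls.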
Starred values were filed as active, the others as inactive; ? = inconclusive; nt = not tested or not shown; [ ] = another dose, or the depositor's remark. Unless noted, calls come from the whole dose curve; as a rule, active = well fitted curve in the direction sought with a large enough effect; inconclusive = small, poorly fitted or top-dose-only effect, or another doubt; inactive = no such curve, though single readings can be large; an effect the other way counts as inactive or inconclusive. A portion of the library; count on the stated rates, not on these rows.

SMILES | MLL CXXC-DNA inh | GALK inhibitor | FBPA coupling cs | KCNH2 3.1 block | B2AR arrestin | KCNH2 WT inh | Giardia killer | Menin MLL FP TR | TRPV1 ag | USP2a inh | PKM2 act
Cc1nn(CC(=O)Nc2ccc3c(c2)nc(CCN2CCCCC2)n3C)c(=O)c2ccccc12 | -1% | -5% | 4 | -20 | 0.1% | 2 | 2 | nt | 0 | 3% | 1%
Cn1cc(Cl)c(C(=O)Nc2nc3ccc(Cl)cc3s2)n1 | -1% | -3% | 3 | -27 | 0.1% | 1 | -16 | ? | ? | 0% | 4%
CC(CCc1ccccc1)NCc1ccncc1 (stereo unspecified) | -1% | 0% | 0 | -2 | -0.7% | -13 | -6 | 18% | 4 | 3% | -8%
Cc1ccc(C(C)C)c(OCCSc2nc3ccccc3n2CC(=O)O)c1 | 7% | 0% | 8 | 4 | 0.6% | 7 | 15 | 42%[activator] | 2 | 0% | nt
CCOC(=O)C1CCN(C(=O)c2ccc(CNS(=O)(=O)c3ccc(C)cc3)cc2)CC1 | 1% | 1% | 0 | -8 | -0.2% | 2 | 25 | -10% | 0 | -1% | -1%
Cc1nn(C(C)C)c(C)c1CN1CCC(C(=O)Nc2cccc(-c3cccc(F)c3)c2)CC1 | ? | 4% | -4 | ? | -0.9% | -11 | -11 | -18% | 5 | 1% | -3%
O=C(N/C=C/c1ccco1)NCc1ccccc1 | 11% | 9% | 0 | -7 | 0.1% | -18 | 18 | 13% | -2 | 3% | nt
Cc1ccc(N(CC(=O)NC2CCCC2)C(=O)c2c(C)noc2C)cc1C | 1% | nt | 1 | 1 | -0.3% | -3 | 3 | 18% | 8 | 3% | 1%
Cc1ccc(NC(=S)N2CCN(S(C)(=O)=O)CC2)cc1Cl | -5% | 5% | 0 | nt | -0.6% | 11 | 7 | ? | 9 | 1% | 3%
COc1c(N2CCN(C(=S)NC3CC4CCC3C4)C(C)C2)c(F)cc2c(=O)c(C(=O)O)cn(C3CC3)c12 (stereo unspecified) | -3% | -1% | -5 | -1 | 0.1% | -27 | -19 | nt | 0 | 3% | 4%
Cc1cc(N2CCN(C)CC2)nc2ccc(NC(=S)NCCN3CCc4ccccc4C3)cc12 | 12% | 0% | 0 | 1 | -0.8% | 2 | 3 | -15% | 0 | 2% | -2%
Cn1c(SCC(=O)NC(C)(C)C)nnc1-c1cnccn1 | 0% | -2% | 1 | -9 | -1.0% | 0 | 0 | ? | -1 | 5% | 0%
CCOC(=O)CC1CCCCN1C(=O)c1ccc2oc(CCc3ccccc3)nc2c1 (stereo unspecified) | 1% | -3% | 4 | -10 | -1.2% | -7 | -14 | -10% | 5 | 1% | -7%
Cc1ccc2nc(NCCc3ccccc3)c3nncn3c2c1 | 21% | -2% | -4 | 19 | 0.4% | 5 | -3 | 4% | 11 | 1% | nt
CCCCn1cnc2c(oc3ccccc32)c1=O | ? | -2% | 3 | 9 | -0.2% | 15 | 23 | 8% | 8 | 5% | nt
COc1ccc(-c2cc(C(=O)NC(C)C)no2)cc1 | -4% | 4% | 0 | 16 | -0.2% | 7 | -14 | 1% | ? | 4% | -5%
COC(=O)C(NC(=O)c1ccccc1)=C1C=C(C)OC(C)=C1 | -6% | -1% | 3 | -2 | 0.3% | -9 | -18 | -1% | -1 | 0% | -1%
O=C(c1ccc(=O)[nH]n1)N1CCN(S(=O)(=O)c2cccc(F)c2)CC1 | nt | nt | nt | 3 | -0.4% | -17 | 20 | nt | 2 | -3% | nt
O=C(c1ccco1)N(CCCN1CCOCC1)c1nc(-c2ccc(F)cc2)cs1 | 5% | -1% | 2 | 4 | -0.1% | 12 | 9 | 3% | ? | -3% | -9%
c1cnc2c(OCc3cn4cccnc4n3)cccc2c1 | -1% | -2% | -13 | -20 | -1.5% | 2 | 14 | -6% | 0 | 1% | -10%
COc1ccc(/C=N/NC(=O)c2ccc(COCC(F)(F)C(F)F)cc2)cc1 | 14% | 0% | 0 | -4 | -0.1% | -10 | -8 | -11% | ? | 1% | 4%
CC(C)CN1CCN(Cc2cccc3ncccc23)CC1CCO (stereo unspecified) | -11% | -1% | 3 | -8 | -0.2% | -7 | 6 | ? | 0 | 2% | -1%
CCc1ccccc1NC(=O)Nc1cccn(Cc2ccc(F)cc2)c1=O | -3% | -2% | -8 | -12 | -1.3% | nt | -10 | ? | 19 | -1% | -1%
CCc1ccc(N(C)S(=O)(=O)c2ccc3[nH]cc(C(=O)NCCN4CCOCC4)c(=O)c3c2)cc1 | -7% | 1% | 6 | 5 | 0.3% | 1 | 23 | 4% | 5 | 3% | 13%
CCOC(=O)c1cc(C#N)c(NCc2ccccc2)nc1C | 12% | 5% | 5 | 8 | -0.5% | 18 | ? | 3% | 11 | 1% | -4%
SMILES | MLL CXXC-DNA inh | GALK inhibitor | FBPA coupling cs | KCNH2 3.1 block | B2AR arrestin | KCNH2 WT inh | Giardia killer | Menin MLL FP TR | TRPV1 ag | USP2a inh | PKM2 act
Cc1cc(NN)nc(NS(=O)(=O)c2ccccc2)n1 | -6% | -1% | -13 | 4 | -0.6% | 5 | -16 | -7% | -2 | 2% | ?
CCOc1cc(CNCCc2c[nH]c3ccccc23)cc(Cl)c1OCC(N)=O | -6% | 5% | 0 | 0 | 0.0% | 5 | 6 | nt | 8 | 2% | 0%
COc1ccccc1-n1cnc(N)c1C(=O)c1ccccc1 | -5% | 0% | 3 | 8 | -0.2% | -3 | -7 | 16% | 12 | 1% | 3%
Fc1ccc(NC(=S)NNc2ncc(C(F)(F)F)cc2Cl)c(F)c1 | 10% | 0% | 0 | 0 | -1.3% | -7 | 10 | 10% | 0 | 0% | -13%
CCOc1ccc(OCc2ccc(C(=O)Nc3cccnc3)cc2)cc1 | nt | nt | nt | 1 | 0.2% | 2 | 0 | nt | 13 | 1% | nt
CN(Cc1ccc(N(C)C)cc1)C(=O)c1cc2ccccc2o1 | ? | 12% | -2 | -7 | 0.1% | -22 | -14 | -23% | -2 | 1% | 1%
O=C(CCCCCn1c(=S)[nH]c2ccccc2c1=O)N1CCOCC1 | -1% | 1% | nt | -21 | 5.8% | -1 | -22 | -29% | nt | -1% | 0%
COc1cccc(CNC(=O)CCCNC(=O)c2ccc(Cl)cc2)c1 | 14% | -4% | nt | 4 | 0.1% | -2 | -20 | nt | -5 | 0% | 28%
O=C(Nc1cccc([N+](=O)[O-])c1)NC1CCCCCCC1 | -9% | -6% | nt | -2 | -0.5% | 5 | -4 | nt | ? | 0% | -8%
COc1ccc2cc3cc(C(=O)NCCCN4CCOCC4)oc3nc2c1 | -9% | 1% | 1 | 8 | 0.2% | -3 | -2 | 28µM* | 0 | 1% | -3%
O=C(O)CSc1cc(C(=O)c2cc(F)ccc2O)cn2c(=O)c3c(-c4ccccc4)csc3nc12 | 3% | nt | 13 | -4 | 0.4% | 1 | -11 | nt | 7 | -3% | 7%
CCOc1cc(N2CCOCC2)c(OCC)cc1NC(=O)C(C)(C)C | -1% | 8% | -3 | -4 | 0.3% | 0 | -2 | -16% | 2 | 2% | -1%
NC(=O)c1nc(N2CCOCC2)nc(N2CCOCC2)n1 | -3% | -1% | -1 | -2 | -0.1% | -6 | -15 | -19% | -1 | 0% | 0%
Cc1ccc(/C=C2/Sc3ccccc3N(CC(=O)NCC3CCCO3)C2=O)cc1 (stereo unspecified) | 10% | 1% | nt | 3 | 0.4% | -7 | 31[activator] | nt | 20 | 0% | nt
O=C(Nc1ccc2ccccc2c1)c1cnccn1 | 2% | -4% | -8 | -4 | -0.7% | 6 | -21 | ? | ? | 1% | -5%

Marked active in Menin MLL FP TR, among the entries above:
SMILES	MLL CXXC-DNA inh	GALK inhibitor	B2AR arrestin	Menin MLL FP TR	TRPV1 ag
COc1ccc2cc3cc(C(=O)NCCCN4CCOCC4)oc3nc2c1	-9%	1%	0.2%	28µM*	0
